Assay outcomes as filed in PubChem BioAssay.
M4 PAM: positive allosteric modulators of human muscarinic M4 receptor; P08173; CHO-K1 hM4/Gqi5, Fluo-8 calcium fluorescence, ACh EC20; 0% = ACh EC20, 100% = maximal ACh; activation, % at 3 µM; 360,000 compounds, 0.4% hits; AID 624126;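 active means activation above its plate's cutoff, the mean activation of sample wells plus 3 SD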; further: some results filed as inactive read as strong as hits
CHRM4 antagonist: CHRM4 antagonism in calcium assay; CHO-hM4 cells, ACh EC80, Fluo-8 calcium fluorescence; inhibition, % at 3 µM; 360,000 compounds, 0.73% hits; AID 624125;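 active means inhibition above its plate's cutoff, the mean inhibition of sample wells plus 3 SD, cut at about 27% in these data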;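 further: 0% = acetylcholine EC80 with DMSO and 100% = DMSO without agonist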
M5 antag: blocks acetylcholine activation of human M5 receptor; P08912; CHO-hM5 cells, Fluo-8 calcium fluorescence, ACh EC80; inhibition, % at 3 µM; 360,000 compounds, 0.59% hits; AID 624040;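 active means inhibition above a per-plate cutoff, the mean of that plate's test compounds plus 3 SD, cut at about 27% in these data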;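 further: 0% = acetylcholine EC80 with DMSO and 100% = DMSO without agonist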
Target sequence (P08912 whole entry, looked up): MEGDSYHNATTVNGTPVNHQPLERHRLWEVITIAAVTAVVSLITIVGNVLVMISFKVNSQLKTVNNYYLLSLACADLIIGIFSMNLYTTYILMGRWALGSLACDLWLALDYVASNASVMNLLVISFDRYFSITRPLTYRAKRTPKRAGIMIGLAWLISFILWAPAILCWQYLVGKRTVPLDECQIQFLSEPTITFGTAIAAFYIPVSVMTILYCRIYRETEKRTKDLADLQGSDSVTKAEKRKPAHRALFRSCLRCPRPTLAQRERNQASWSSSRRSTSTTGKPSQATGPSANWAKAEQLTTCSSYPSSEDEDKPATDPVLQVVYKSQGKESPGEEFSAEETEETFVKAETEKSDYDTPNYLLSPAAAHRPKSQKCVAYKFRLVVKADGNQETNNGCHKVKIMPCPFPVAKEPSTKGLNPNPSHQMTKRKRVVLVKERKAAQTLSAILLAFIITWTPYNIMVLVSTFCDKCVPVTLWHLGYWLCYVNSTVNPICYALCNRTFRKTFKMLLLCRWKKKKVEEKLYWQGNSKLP
CRFR2-BP antag: CRF-BP/CRF-R2 complex antagonism; HEK293 CRF-R2/CRF-BP, CRF-induced calcium fluorescence; inhibition, % at 11.8 µM; 350,000 compounds, 0.59% hits;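 active means inhibition of the ligand-induced calcium signal above about 50% at the single tested concentration, limit read from the data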
M5 PAM: CHRM5 positive allosteric modulation | AID 624038 | CHO-K1 hM5, Fluo-8 calcium, ACh EC20 PAM; 0% = ACh EC20, 100% = ACh EC100 | 360,000 compounds, 0.3% hits | activation, % at 3 µM | P08912;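 active means activation above the run cutoff, the mean activation of all test compounds plus 3 SD, cut at about 18% in these data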
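Measured by: Fluo-8 calcium fluorescence; material: human M5 receptor in CHO-K1 cells; schedule: Post-acetylcholine fluorescence recording 140 s; benchmarks: low control EC20 acetylcholine (0%), high control EC100 acetylcholine (100%); read-out: Max/basal fluorescence ratio as % of EC20–EC100 ACh window; compound: single dose, 3 µM nominal final test concentration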
CRFBP-R2 agonist: CRF-BP/CRF-R2 complex agonism; AID 588473; HEK293 CRF-R2/CRF-BP, calcium dye fluorescence (FLIPR); percent of saturating CRF peptide response; 350,000 compounds, 0.46% hits; activation, % at 13.2 µM;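 active means activation of at least 50%, plus an integration ratio under a set limit after plate pattern correction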;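 further: plate controls were neutral control wells without compound for no effect and CRF at EC100 for full effect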
M1 PAM: human CHRM1 positive allosteric modulation | CHO-K1 hM1, Fluo-8 calcium fluorescence, ACh EC20; 0% = ACh EC20, 100% = maximal ACh | activation, % at 3 µM | 360,000 compounds, 0.088% hits; in the data active means activation above about 19%, passing the limit was not always enough
Target sequence (P11229 whole entry, looked up): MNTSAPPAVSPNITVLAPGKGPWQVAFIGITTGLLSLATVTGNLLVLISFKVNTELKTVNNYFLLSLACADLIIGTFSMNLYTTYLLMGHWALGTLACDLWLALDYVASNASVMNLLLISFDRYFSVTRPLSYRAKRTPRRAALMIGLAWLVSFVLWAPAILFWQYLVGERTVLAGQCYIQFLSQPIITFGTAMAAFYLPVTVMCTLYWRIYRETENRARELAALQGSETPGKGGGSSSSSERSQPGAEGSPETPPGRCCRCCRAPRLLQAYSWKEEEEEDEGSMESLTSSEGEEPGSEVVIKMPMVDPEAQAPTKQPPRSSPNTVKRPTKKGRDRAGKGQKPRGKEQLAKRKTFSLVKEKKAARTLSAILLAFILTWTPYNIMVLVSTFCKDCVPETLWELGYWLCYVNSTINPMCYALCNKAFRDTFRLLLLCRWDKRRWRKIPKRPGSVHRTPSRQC
CHRM4 agonist: CHRM4 agonism in calcium assay. P08173. AID 624127. 360,000 compounds, 0.14% hits. CHO-K1 hM4/Gqi5, Fluo-8 calcium fluorescence; vehicle 0%, full acetylcholine response 100%. activation, % at 3 µM;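 active means activation above the run mean over all test wells plus 3 SD, cut at about 32% in these data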;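 further: peak over basal fluorescence ratio per well then scaled between controls; 0% = DMSO wells and 100% = acetylcholine at EC100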
CHRM5 agonist: agonists of human muscarinic M5 receptor (CHRM5); P08912; CHO-K1 hM5 cells, Fluo-8 calcium fluorescence; 0% DMSO wells, 100% maximal acetylcholine response; activation, % at 3 µM; 360,000 compounds, 0.19% hits; AID 624037;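 active means activation above the run's mean over test compounds plus 3 SD, cut at about 23% in these data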;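 further: signal is peak over basal fluorescence ratio across the kinetic read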
Starred values were filed as active, the others as inactive.

M4 PAM	CHRM4 antagonist	M5 antag	CRFR2-BP antag	M5 PAM	CRFBP-R2 agonist	M1 PAM	CHRM4 agonist	CHRM5 agonist	smiles
1	-4	-4	3	9	-0.3	1	-1	-3	O=C(Cc1ccc(Cl)cc1)NCC(=O)N1CCCC1
5	-15	9	6	-7	-0.2	0	3	-4	Cc1ccccc1-n1nc2c(c1NC(=O)C1CCCC1)CS(=O)(=O)C2
-4	-2	12	4	-5	-0.7	2	0	-2	CC(=O)Nc1ccc(S(=O)(=O)NNC(=O)CCc2ccccc2)cc1
4	-10	-9	-3	0	-2.2	9	2	0	CC(=O)Nc1ccc2nc(SCC(=O)NCCOc3ccccc3)sc2c1
-4	-4	10	4	-12	-0.6	1	10	6	CCN(CC(=O)Nc1c(F)cccc1F)C(=O)c1ccc(C2SCCS2)cc1
8	-5	4	2	-3	0.3	-6	1	-3	COc1ccc(C(=O)Nc2ccc3nc(C)c(C)nc3c2)cc1
3	8	5	23	-5	-2.3	8	6	0	CCOc1ccc(C(=O)N2CCC(C(=O)c3ccc4c(c3)OCCO4)CC2)cc1
3	-12	-3	-12	-1	-0.5	12	2	-1	O=C(CCl)Nc1cccc(S(=O)(=O)N2CCCCCC2)c1
-12	-12	0	-17	-39	14	-28	6	-13	CCCCc1cc2ccccc2c(OCCN(C)C)n1
-4	2	6	12	-1	1.1	1	1	-2	NNC(=O)CSc1nnnn1-c1ccccc1
3	2	5	2	2	-1.3	-16	3	1	COc1ccc(Br)cc1CN(C)C(=O)CNC(=O)c1ccc2ccccc2c1
-4	1	4	0	-7	-1.9	5	1	0	N#CC1=C(S)N(c2ccccc2)C(c2ccc(-c3ccccc3Cl)o2)NC1=O (stereo not given)
0	-1	0	11	0	-1.7	1	2	-4	CC(C)c1nc2ccc(NC(=O)C3CCCCC3)cc2[nH]1
1	10	6	-9	3	-2.6	-3	0	-10	COc1ccc(NC(=O)CSc2nc(C)cs2)c([N+](=O)[O-])c1
-6	9	13	-29	-9	-2.3	-10	3	-2	CCN(CC)S(=O)(=O)c1ccc(C)c(NC(=O)CSc2nc3ccc(C)cc3[nH]2)c1
-2	-16	1	-23	-2	-2.6	-1	1	-1	O=[N+]([O-])c1ccc2cccnc2c1
3	-12	8	-6	2	-1.7	10	6	6	Cc1cc(C)c(S(=O)(=O)NCCOc2ccccc2)c(C)c1-n1cnnn1
19*	-9	-7	13	6	-1.1	13	1	-2	O=C(NNS(=O)(=O)c1ccc([N+](=O)[O-])cc1)C(=O)Nc1cccc(C(=O)O)c1
4	-13	1	28	0	-0.2	12	2	1	CC(=O)c1ccc(NC(=S)NN2C(C)CCCC2C)cc1 (stereo not given)
7	-2	-1	-5	2	0.5	1	0	-1	O=C(Nc1c2c(nn1-c1ccc(F)cc1)CS(=O)C2)c1ccc(S(=O)(=O)N2CCOCC2)cc1 (stereo not given)
-6	2	15	-2	-9	2.5	2	12	1	CC1Cc2c([nH]c3ccccc23)C2c3ccccc3CN12 (stereo not given)
4	-5	7	3	-6	0.7	-7	5	5	Cc1cc(O)ccc1Nc1nc(-c2sc(N)nc2C)cs1
1	5	11	-10	-5	-1.4	4	2	-2	CC(=O)OC1CSC2c3ccccc3C(=O)N2Cc2sccc21 (stereo not given)
-16	22	0	-27	-9	5.6	-8	4	-4	COc1ccc(Br)cc1C(=O)Nc1ccc(Cc2ccncc2)cc1
0	0	6	-26	-2	-1.4	-3	1	-4	O=C(/C=C\c1cccs1)c1c(O)ccc2ccc(=O)oc12
-1	8	0	21	-1	-0.4	8	-1	0	CC(C)CC(=O)Nc1cc([N+](=O)[O-])ccc1Cl
6	2	1	-8	2	-0.2	5	1	-2	COc1ccc(NC(=O)CCCNC(=O)Cn2cnc3sc(C)c(C)c3c2=O)cc1OC
-11	5	20	-30	-14	37	-2	10	-1	O=C(Nc1ccc(Cl)cc1)N1CCCN(c2ccc(C(F)(F)F)cc2[N+](=O)[O-])CC1
-12	16	18	-1	-17	-1.8	-24	21	3	CC(C)c1ccc(N=c2c([N+](=O)[O-])nn(-c3ccc4c(c3)OCCO4)n2O)cc1
12	-14	1	0	1	-4.0	15	3	2	COc1c(C)cc(C(=O)C2CCCN(C(=O)c3cccc(F)c3)C2)cc1C (stereo not given)
-5	23	16	-16	-4	0.6	-1	21	5	CN1c2ccccc2C(C)(C)C12C=Cc1cc(O)ccc1O2 (stereo not given)
0	12	5	1	2	-0.3	3	2	2	Cc1ccc(C(=O)CCC(=O)NNC(=O)c2ccccc2O)cc1
21	-2	-3	10	-1	-0.1	6	1	-2	COc1ccc(N2C(=O)C3CC(C)=C(C)CC3C2=O)c(OC)c1 (stereo not given)
6	6	6	-3	-1	4.7	2	0	-4	COCC(C)NCC(=O)NC(C)CCc1ccccc1 (stereo not given)
-1	-3	3	6	0	-1.2	11	-1	-19	Cc1cccc[n+]1CC(=O)c1ccc(Cl)cc1
7	0	-5	11	4	4.1	3	-3	1	CCc1nc(N2CCC3(CC2)OCCO3)c2nnn(Cc3ccccc3Cl)c2n1
0	-7	1	6	-2	-0.4	3	1	-2	CCOC(=O)C1(Cc2cccc(OC)c2)CCCN(C(=O)c2cc(C)on2)C1 (stereo not given)
4	-13	11	6	-5	1.1	7	2	1	CCOc1c2ccc(C(=O)NCc3ccco3)cc2nn1CC
12	-16	3	-6	0	3.5	-13	1	-2	CC(C)(C)c1ccc(OCC(=O)N2CCN(C=O)CC2)cc1
-7	2	2	-1	-6	4.1	-7	1	-1	COc1cccc(NC(=O)c2oc3ccccc3c2NC(=O)c2ccc3c(c2)OCO3)c1
24	-7	-11	2	17	-2.6	8	2	0	COc1ccc2c(C)nc(Nc3nc(-c4ccccc4)cc(=O)[nH]3)nc2c1
-1	-8	7	6	-7	0.1	4	14	1	COc1ccccc1CN(C)C(=O)c1cc(S(=O)(=O)N2CCCCCC2)ccc1OC
0	-3	12	-21	-2	-0.3	5	0	2	CSc1ccccc1NC(=O)c1c(Br)cnn1C
-4	4	-1	12	6	-0.5	1	1	-13	COCCN(CC1CCCN(C2Cc3ccccc3C2)C1)C(=O)CCC(F)(F)F (stereo not given)
11	0	0	6	3	-0.2	3	1	1	Cc1nn(-c2ccccc2)c(C)c1C(=O)OCC(=O)N(C)c1c(N)n(Cc2ccccc2)c(=O)[nH]c1=O
0	3	2	17	3	-0.3	2	1	1	COC(=O)C(NC(=O)C(C)Oc1ccccc1)C(C)C (stereo not given)
-5	-13	-4	-9	-8	3.3	-6	4	1	CS(=O)(=O)N1CCN(C(=O)c2cc(-c3cccnc3)nc3ccc(Cl)cc23)CC1
1	-4	1	-22	-1	2.0	-1	1	-4	CCN(C(=O)COC(=O)c1[nH]c(C)c(C(C)=O)c1C)C1CCS(=O)(=O)C1 (stereo not given)
-8	8	2	2	3	-4.3	9	1	-2	Cc1cc(=O)oc2c3c(cc(OCC(=O)NCCC(=O)N[C@@H](C)C(=O)O)c12)OC(C)(C)CC3
7	-6	0	-12	-1	0.6	5	0	-1	Cc1oc2c(c1C(=O)NCc1cc(C(=O)O)co1)CCCC2
4	0	12	-32	-7	2.0	-4	3	2	CN1/C(=C\C(=O)CSc2cccc[n+]2[O-])C(C)(C)c2ccccc21
0	-8	3	18	-2	-0.9	2	4	-2	Oc1ccc(-c2nc3ccccc3nc2-c2ccccc2)cc1
-3	-22	-12	6	0	-4.8	3	11	-1	COc1ccccc1N(CC(=O)NCCSCc1cccc(Cl)c1)S(C)(=O)=O
8	-3	5	-9	-1	1.3	10	0	2	CCCCn1c(N)c(N(CCOC)C(=O)CCCc2nc3ccccc3c(=O)[nH]2)c(=O)[nH]c1=O
1	0	8	4	0	0.5	-9	3	-2	COC(=O)C1=C(C(=O)OC)[C@@H]2N(C)c3ccc(OC)cc3[C@@]23C[C@@H](C(=O)OC)N(C(=O)CC(C)C)C3=N1
2	0	6	-10	11	-0.1	5	0	-5	CCN1CCN(c2ncnc3c2c(-c2ccccc2)cn3-c2ccc(F)cc2)CC1

Reprinted from the results shown for reference:
M4 PAM	CHRM4 antagonist	M5 antag	CRFR2-BP antag	M5 PAM	CRFBP-R2 agonist	M1 PAM	CHRM4 agonist	CHRM5 agonist	smiles
8	-3	5	-9	-1	1.3	10	0	2	CCCCn1c(N)c(N(CCOC)C(=O)CCCc2nc3ccccc3c(=O)[nH]2)c(=O)[nH]c1=O
1	0	8	4	0	0.5	-9	3	-2	COC(=O)C1=C(C(=O)OC)[C@@H]2N(C)c3ccc(OC)cc3[C@@]23C[C@@H](C(=O)OC)N(C(=O)CC(C)C)C3=N1
2	0	6	-10	11	-0.1	5	0	-5	CCN1CCN(c2ncnc3c2c(-c2ccccc2)cn3-c2ccc(F)cc2)CC1

The list continues.
M4 PAM	CHRM4 antagonist	M5 antag	CRFR2-BP antag	M5 PAM	CRFBP-R2 agonist	M1 PAM	CHRM4 agonist	CHRM5 agonist	smiles
1	1	5	3	-2	0.7	5	0	-3	Cc1ccc(S(=O)(=O)N2CC(O)CC2C(=O)O)cc1 (stereo not given)
-5	6	1	8	0	-1.4	2	8	0	Cc1cc(OCCCC(=O)NCCc2ccccn2)ccc1Cl
-2	-9	5	-6	7	-4.5	3	1	-4	S=C(NC1CCCCC1)N1CCN(c2ncccn2)CC1
1	4	9	-36	-7	8.6	-2	4	0	N#CC(c1ccccc1)c1ccc2c(C(F)(F)F)cc(C(F)(F)F)nc2n1 (stereo not given)
-3	-2	-5	-6	-3	0.3	5	0	1	CCN1CCCC1CNC(=O)C(=O)Nc1ccccc1OC (stereo not given)
8	-8	14	16	0	6.8	17	0	1	Cc1cn(C2CCCO2)c(=O)nc1N (stereo not given)
1	5	7	-13	-5	1.2	-9	-2	-2	COC(=O)c1cc2ccsc2n1Cc1cccc(F)c1
